Pf Dd2 growth: Plasmodium falciparum Dd2 growth inhibition; Potency, µM (top dose mostly 28.9 µM), inactives show at the top dose activity, negative = inhibition, most hits filed as inhibitors; 120,000 compounds, 4.3% hits; P. falciparum Dd2 growth, SYBR Green, 72 h; active means well fitted inhibition curve with a large enough effect; inconclusive means small, poorly fitted or top-dose-only effect; inactive means no such curve, though single readings can be large or run the other way;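 further: plate controls were DMSO vehicle for no effect and reference drug for full effect; nearly all actives have a fitted effect of over 65% in size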
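Infected erythrocytes (Dd2, 0.3% parasitemia, 2.5% hematocrit final) are added to compound in RPMI-1640/Albumax II medium, grown 72 h at 37C in low oxygen, then lysed with saponin/Triton-X containing SYBR Green and read by fluorescence.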
Active calls of the source: *; i = inactive; ? = inconclusive; [ ] = another dose, or the depositor's remark. Potency means the concentration at half of the fitted maximal effect.

compound	Pf Dd2 growth
O=C(Nc1ccc(F)cc1F)c1ccc(-n2cnnc2)cc1	-14%
Cc1cc2nc3n(c(=O)c2n1CC(=O)Nc1ccc(F)cc1F)CCC3	i
CCn1c(=O)cc(SCC(=O)Nc2cc(Cl)ccc2OC)c2ccccc21	i
O=C(C[C@@H]1CCNC[C@@H]1Cc1cc(CN2CCOCC2)on1)NCCN1CCOCC1	22%
COc1ccccc1N1CCN(c2ncnc3c2nc2n3CCCC2)CC1	-19%
COc1ccc2oc(-c3cccc(NC(=O)c4ccc(C#N)cc4F)c3)nc2c1	20%
Cc1ccc(NC(=O)CN2C(=O)COc3ccc(S(=O)(=O)N4CCCCC4)cc32)cc1Cl	6%
CN1c2cc(C(=O)Nc3ccc(F)cc3)ccc2C(=O)N2CCCCCC21 (stereo unspecified)	i
COCCCNC(=O)CN1CC2CC(C1)[C@H]1CCCC(=O)N1C2 (stereo partly specified)	4%
CC1(C(=O)N2CCC(c3ccccc3)CC2)CCOCC1	8%[44.1 µM]
CN(Cc1ccccc1C(F)(F)F)CC1CC1	-2%[44.1 µM]
COCCNC(=O)[C@H]1C[C@H](Oc2ccccc2)CN1C(=O)NCc1ccc(C)cc1	-13%
CC(=O)c1cccc(NC(=O)O[C@@H]2CO[C@H]3[C@@H]2OC[C@@H]3Nc2nccc(C3CCCC3)n2)c1	-2%
COc1ccc(N2CCN(S(=O)(=O)c3ccc(-c4coc(C)n4)cc3)CC2)cc1	16%
Cc1noc([C@@H]2CC(F)(F)CN2C(=O)c2ccco2)n1	-24%
O=C(CSc1ccncc1)N1CCCC(O)(CN2CCCC2)C1 (stereo unspecified)	-14%
Cc1ccc2nc(-c3ccc(Cl)c(NC(=O)COc4ccc(C(C)C)cc4)c3)oc2c1	11%
CN1CCc2c(sc3c2C(=O)NC(c2ccc(C(C)(C)C)cc2)N3)C1 (stereo unspecified)	?
Cc1ccc(C)c(CN2C(=O)c3ccccc3S(=O)c3ccc(C(=O)NCCC4=CCCCC4)cc32)c1 (stereo unspecified)	?
COc1cccc([S+](=O)([O-])N2CCc3nc(C(C)C)nc(-c4ccc(Cl)cc4)c3CC2)c1	?
COc1ccccc1NC(=O)Cn1c(=O)n(-c2ccc(C)cc2)c(=O)c2ccc(C(=O)NCc3ccco3)cc21	i
CSc1cccc(NC(=O)Cn2cccc2-c2nc(-c3ccc4c(c3)OCO4)no2)c1	i
CN(C)c1ccc(CNC(=O)Cn2c(=O)oc3cc(S(=O)(=O)N4CCCCCC4)ccc32)cc1	?
Cc1cccc(C(c2sc3nc(-c4ccco4)nn3c2O)N2CCN(Cc3ccccc3)CC2)c1 (stereo unspecified)	?
Cc1cccc(-c2noc(CNC(=O)c3ccco3)n2)c1	-13%
Cc1cnc(-c2ccccc2)n1CCNS(=O)(=O)c1ccccc1	?
CN1C(=O)C2(CCN(C(=O)c3ccccn3)C2)c2ccccc21 (stereo unspecified)	5%[44.1 µM]
CCN1CCN(C(=O)c2cc(-c3ccc(C)cc3)cn2CC)CC1	?
Cc1ccc(C)c(NC(=O)CSc2ncc3c(n2)-c2ccccc2N(Cc2ccccc2C)S3(=O)=O)c1	34%[activator]
COc1ccccc1CN1CCc2nc(C3CC3)nc(-c3ccc(O)cc3)c2CC1	?
O=C(COc1ccc(F)cc1)NCC(=O)N1CCCCCNC(=O)CC1c1ccccc1 (stereo unspecified)	-12%
Cc1cccc(-c2cn[nH]c2C2CCN(C(=O)c3ccc(C)[nH]c3=O)CC2)c1	-6%
Cc1nccn1CCN(C)C(=O)c1coc(COc2cccc(C(F)(F)F)c2)n1	?
CCc1nn(CCCC(=O)N2CCN(c3cc(Cl)ccc3C)CC2)c(=O)c2cc3occc3n12	-1%
COC(=O)CNC(=O)c1nc(C(C)(C)C)c2ccccn12	6%[44.1 µM]
Cc1cccc(Cn2cccc(C(=O)Nc3nc4ccccc4s3)c2=O)c1	-8%
O=C(c1ccc2c(c1)OCO2)N1CCN2C(=O)N(Cc3ccc(F)cc3)C[C@H]2C1	-11%[44.1 µM]
Cc1ccc(S(=O)(=O)c2cnc(SCC(=O)Nc3ccc4c(c3)OCCO4)[nH]c2=O)cc1Cl	11%
Cc1cc(C)c(S(=O)(=O)c2nnn3c2nc(NCc2ccc(F)cc2)c2ccccc23)c(C)c1	-13%
Cn1cc(CNC(=O)c2ccc(OC3CCN(S(C)(=O)=O)CC3)c(Cl)c2)cn1	9%
Cc1cnc(C2CCN(S(C)(=O)=O)C2)n1C(C)C (stereo unspecified)	-1%
O=C(COc1ccc(F)cc1)N1CCC2(CC1)CC(OCC1CC1)CCO2 (stereo unspecified)	i
CS(=O)(=O)N1CCc2n[nH]c(=O)n2CC1	5%
O=C(Nc1nnc(C2CC(=O)N(c3ccc(Cl)cc3)C2)s1)c1ccco1 (stereo unspecified)	-3%
CS(=O)(=O)N1C[C@H]2CCN(Cc3cc(F)ccc3F)C[C@H]21	-13%
COCC1CN(C(C)=O)CC12CCN(S(=O)(=O)c1ccccc1)CC2 (stereo unspecified)	22%
Cc1ccsc1CN1CCc2n[nH]c(=O)n2CC1	i
CCCNC(=O)c1ccc(-n2c(-c3ccccc3)cc3c2CCCCC3)cc1	-27%
CC(C)NC(=O)c1cnc2c(c1)N(C(=O)Cc1cn(C)c3ccccc13)CCC2	?
CCOC(=O)CNC(c1ccccc1)c1cc(Br)ccc1NC(=O)c1ccc(Cl)cc1 (stereo unspecified)	4µM*
CC(=O)c1c(C)oc2c1cc(NS(=O)(=O)c1ccc(Cl)c(C)c1)c1ccccc12	?
CCN(CC)C(=O)CSc1nc(-c2ccc(C)cc2)nc2c1Cc1c(CO)cnc(C)c1O2	10µM*
COCc1ncc2c(n1)CCCN(CC(=O)NCc1ccccc1OC)C2=O	i
COc1ccc(NC(=O)C2CN(S(C)(=O)=O)CC23CCCCC3)c(OC)c1 (stereo unspecified)	i
Cc1ccc(CN(C)C(=O)C2CCCN(C3CCN(Cc4cccnc4)CC3)C2)o1 (stereo unspecified)	-15%
O=C(c1ccc(Cn2cncn2)o1)N1CCCCCC1c1nnc(-c2ccccc2)o1 (stereo unspecified)	i

The listing continues.
compound	Pf Dd2 growth
Cc1cc2c(c(=O)n(-c3ccc(F)cc3)c(=O)n2CC(=O)Nc2ccc(F)cc2)n1C	i
COc1ccc(OC)c(NC(=O)CN2CCCN(Cc3ccccc3Cl)S2(=O)=O)c1	37%[activator]
O=C(Cc1cccnc1)N1CC(F)(F)C[C@H]1c1nc(C2CC2)no1	9%
Cc1cn2nc(C(=O)N3CCC(NC(=O)c4ccccc4C)CC3)cc2c(=O)[nH]1	-9%
Cn1c(CN2CCC3(CCNCC3)C2)cc2ccccc21	?
COc1ccc(OCC(=O)OCc2cc(=O)n3nc(C4CCCCC4)sc3n2)cc1	i
CN1C(=O)C(CC(=O)NC2CCCCC2)=C2CCCCC21 (stereo unspecified)	-18%
CC1(C)[C@H](Cc2cc(-c3ccc(F)cc3)on2)C[C@@H]1NCc1cccnc1	7.9µM*
CN1CCc2[nH]cnc2C12CCN(C(=O)c1cccc(-n3cccn3)c1)CC2	-2%
COc1ccc(-n2c(=O)c3c4c(sc3n(CC(=O)N3CCCCC3C)c2=O)CCC4)c(OC)c1 (stereo unspecified)	10%
O=C(c1nc(-c2ccc(Cl)cc2)c2ccccn12)N1CCCC1	11µM*
COc1ccc(CNC(=O)c2ccc(NC(=O)N3CCSc4ccccc43)cc2)cc1	-4%
CC(C)S(=O)(=O)N1CCC(F)(c2nc(-c3ccccc3)no2)CC1	-13%
Cc1ccc(NC(=O)Cn2nnc(-c3nc(-c4ccc(Cl)cc4)no3)c2N)cc1C	59%[activator]
COCc1ncc(C)n1CCNC(=O)c1n[nH]c(=O)c2ccccc12	16%
COc1ccc(CNC(=O)CCNS(=O)(=O)c2ccc3c(c2)oc(=O)n3C)cc1	-19%
CCOc1ccccc1C(=O)Nc1cccc(-c2nnc3n2CCCC3)c1	5µM*
Cc1ccc(NC(=O)Cn2ccn3nc4c(c3c2=O)CCCCC4)cc1F	21%
Cc1ccc(N2CCN(C(=O)Nc3cn(CC(C)C)c(=O)c4ccccc34)CC2)c(C)c1	?
Cc1ccc(C2Cn3cnc(C(=O)N4CCC(C(=O)NCc5ccccc5C)CC4)c3CO2)cc1 (stereo unspecified)	i
CC(=O)Nc1ccc(CN2C(=O)OC3(CCN(C(=O)COc4ccccc4)CC3)C2(C)c2ccccc2)cc1 (stereo unspecified)	?
Cc1ccc(NC(=O)NCC2CCOCC2)cc1	-29%
CCN1C(=O)CCN(C(=O)NCc2ccc(C)cc2)CC12CCOCC2	-15%
COC(=O)C1=C(C)N=C2SCCC(=O)N2C1c1ccc(OCc2ccccc2)c(OC)c1 (stereo unspecified)	?
COC(=O)[C@@H]1Cc2ncn(C(C)C)c2CN1S(=O)(=O)c1cccc2c(N(C)C)cccc12	i
CCCN1CCN(C(=O)c2ccnc(C(C)C)n2)[C@H]2CS(=O)(=O)C[C@H]21	0%
CCN1C(C(=O)c2ccccc2)=C(OC(=O)c2ccccc2OC)c2ccccc2S1(=O)=O	?
CC(=O)N1Cc2ccccc2CC2(CCCN(Cc3ccc(O)cc3)C2)C1 (stereo unspecified)	-20%
CCNc1ncnc2sc3c(c12)CCN(C(=O)NCCOC)C3	?
Cc1ccc(-c2noc([C@@H]3C[C@H](NS(=O)(=O)c4ccc(C)cc4)CN3C)n2)cc1	?
COc1cc(NC(=O)c2c(C)oc3c2C2=NCCN2C=N3)cc(OC)c1OC	i
c1ccc(OCCNc2nc(-c3cccnc3)nc3c2CCNCC3)cc1	2.2µM*

Next part; it opens with the 2 that closed the last part.
compound	Pf Dd2 growth
COc1cc(NC(=O)c2c(C)oc3c2C2=NCCN2C=N3)cc(OC)c1OC	i
c1ccc(OCCNc2nc(-c3cccnc3)nc3c2CCNCC3)cc1	2.2µM*
O=C(C1CCCCC1)N(Cc1cccnc1)c1nc2ccc(Cl)cc2s1	3.2µM*
CCc1nn(CC(=O)NCCCOC)c(=O)c2cc3ccccc3n12	-7%
CCc1nc(C)sc1C(=O)N1CCN(C)C2(CCNC(=O)CC2)C1 (stereo unspecified)	-12%
CC(=O)N1C[C@@H]2CCCN3CCC[C@@H]([C@H]23)[C@H]1CCCC(=O)N1CCN(c2ccc(F)cc2)CC1	i
Cn1c(=O)c2sccc2n2c(CCC(=O)NCc3ccccc3Cl)nnc12	i
Oc1ccc(-c2nc(C3CC3)nc3c2CCN(Cc2ccccc2)CC3)cc1	-8%
Cn1c(=O)c2c(-c3ccccc3Br)n(CCc3ccccc3)cc2n(C)c1=O	-20%
Cc1ncsc1CN1CCc2nc(N3CCN(C)CC3)[nH]c(=O)c2CC1	i[5.79 µM]
COC1C(=O)N(C2CCN(Cc3ccc(F)c(F)c3)CC2)C12CCOCC2 (stereo unspecified)	-29%
Cc1nn(C)cc1CN(C)Cc1cn(C)nc1-c1ccc(C2CCCCC2)cc1	?
COc1ccc(Nc2ncc(-c3ccccc3OC)c3c2OCC3)cc1	i
COCc1cc(NCCCNc2cccnc2)ncn1	-2%
CCOc1ccccc1NC(=O)N1CC[C@@H]2C(=O)NCCCCCCN(Cc3ccncc3)[C@@H]2C1	-25%
O=C(CN1C(=O)CCn2nc(-c3ccccc3)cc21)NCc1ccc(F)cc1	?
COc1ccc(C(=O)N2CCN(CCc3ccccn3)CC2)cc1	?
N#Cc1ccc(C(=O)N2CCCC2c2nc(CCOCC3CC3)no2)cc1 (stereo unspecified)	i
O=C(C1CC1)N1CCC(c2noc(-c3ccncc3)n2)C1 (stereo unspecified)	98%[activator][5.79 µM]
Fc1ccc(-c2ccc3ncc(Nc4ccncc4)n3n2)cc1	?
COCCOCC(=O)N1CCC(N2C(=O)C3(CCCCC3)C2c2ccccc2)CC1 (stereo unspecified)	-11%
CCCNC(=O)c1cccc2c1CCN2S(=O)(=O)c1ccc(C)cc1	-19%
Cc1nc2cccnc2n1CC1CCCN(C(=O)Nc2ccc(C(F)(F)F)cc2)C1 (stereo unspecified)	i
CC(C)N1C(=O)CO[C@H]2CCN(Cc3ccccc3Cl)CC[C@@H]21	-21%[44.1 µM]
CSc1ncc2c(n1)-c1ccccc1N(Cc1ccc(F)cc1)S2(=O)=O	24%
Cc1cc(NC(=O)CSc2nc3c([nH]c4ccccc43)c(=O)n2-c2ccc(Cl)cc2)no1	-3%
O=C(Nc1cccnc1)c1cnc2n1CCN(Cc1ccccc1)CC2	-12%[44.1 µM]
COC(=O)c1ccccc1NC(=O)Cn1c(=O)cc(-c2ccccc2)c2c(C)nn(C)c21	8%
CCOc1ccc(NC(=O)CC2C(=O)N(c3ccccc3)C(=O)N2C2CCCCC2)cc1 (stereo unspecified)	12%

Six entries already listed, sorted by molar mass, lowest first.
compound	Pf Dd2 growth
O=C(C1CC1)N1CCC(c2noc(-c3ccncc3)n2)C1 (stereo unspecified)	98%[activator][5.79 µM]
Fc1ccc(-c2ccc3ncc(Nc4ccncc4)n3n2)cc1	?
CCCNC(=O)c1cccc2c1CCN2S(=O)(=O)c1ccc(C)cc1	-19%
CSc1ncc2c(n1)-c1ccccc1N(Cc1ccc(F)cc1)S2(=O)=O	24%
Cc1nc2cccnc2n1CC1CCCN(C(=O)Nc2ccc(C(F)(F)F)cc2)C1 (stereo unspecified)	i
COC(=O)c1ccccc1NC(=O)Cn1c(=O)cc(-c2ccccc2)c2c(C)nn(C)c21	8%

Only part of the results is shown; rates above refer to the full screens.
